M18AAP inhibitor: PfM18AAP enzyme inhibition; recombinant PfM18AAP, H-Glu-NHMec fluorogenic cleavage; inhibition, % at 7.35 µM; 290,000 tested, 1.2% active;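 active = inhibition above the campaign mean inhibition over all tested compounds plus 3 SD, cut at about 28% in these data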;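 also: 0% = plate median of test compound wells and 100% = 2 mM ZnCl2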
MEKK2mut PB1 HTS: signal of MEK5 binding to mutant human MEKK2 PB1 domain; 290,000 tested, 0.35% active; percent response, % at 10 µM; bead flow cytometry, Alexa488-MEK5 binding to MEKK2 mutant; in the data active = percent response above about 24%, passing the limit was not always enough; also: inactives centre near 1; some results filed as inactive read as strong as hits; reference of the scale not given here
IMP-1 inhibitor: blocks Pseudomonas aeruginosa IMP-1 metallo-beta-lactamase | inhibition, % at 5.6 µM | 290,000 tested, 0.45% active | purified IMP-1, nitrocefin hydrolysis, epi-absorbance fluorescence;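 active = inhibition above the mean plus 3 SD of all compounds in the same screening run, cut at about 4.5% in these data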;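 also: 0% = IMP-1 with DMSO and 100% = DMSO wells lacking enzyme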
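System: purified IMP-1 / Input: IMP-1 dispensed at 0.2 nM / Medium: 50 mM HEPES pH 7.1, 50 µM ZnSO4, 0.05% Brij 35 / Timing: 15 min enzyme–compound preincubation, then 25 min nitrocefin reaction, 25 °C / Technique: plate fluorescence quenching by hydrolysis product, ex 480/em 530 nm / Repeats: singlicate testing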
HCV NS3 hel inh: HCV NS3 helicase inhibition. inhibition, % at 10.9 µM. NS3 helicase DNA unwinding, Cy5 molecular beacon fluorescence. AID 1800. 290,000 tested, 0.56% active;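 active = inhibition above the mean of all tested compounds plus 3 SD, set per campaign, cut at about 35% in these data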;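 also: 0% = DMSO wells and 100% = thioflavine S control wells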
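Assay system – hepatitis C virus NS3 helicase domain fragment enzyme · Buffer or medium – MOPS pH 6.5, MgCl2, DTT, Tween20, BSA · Reagent – Cy5/quencher beacon DNA duplex and ATP to start · Compound – single 10.9 µM dose · Timing – 1 h at 25 °C · Technique – Cy5 beacon fluorescence read at start and 1 h · Measure – % inhibition of unwinding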
FID counter: fluorescent intercalator displacement, NS3 helicase counter-screen; DNA fluorescent intercalator displacement, fluorescence; AID 1845; inhibition, % at 7.9 µM; 290,000 tested, 0.17% active; in the data active = inhibition above about 37%;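 also: 0% = vehicle and 100% = reference compound; higher means more ethidium bromide displaced from hairpin DNA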
NALP1 inh: inhibitors of NALP1 inflammasome in yeast. S. cerevisiae NALP1/ASC/caspase-1 growth, X-gal OD620, 72 h. 280,000 tested, 0.61% active. inhibition, % at 10 µM; in the data active = inhibition mostly above about 24%, no sharp cut-off; inactive = mostly below about 32%; also: some compounds called inactive have numbers as strong as hits
VIM-2 inh: blocks Pseudomonas aeruginosa VIM-2 metallo-beta-lactamase. AID 1527. purified VIM-2, nitrocefin hydrolysis, epi-absorbance fluorescence. inhibition, % at 5.6 µM. 290,000 tested, 0.89% active;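 active = inhibition above the mean of all tested compounds plus 3 SD, cutoff set per screening run, cut at about 7.5% in these data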;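 also: red hydrolysis product quenches plate fluorescence so inhibitors raise well fluorescence; 0% = enzyme with DMSO and 100% = DMSO without enzyme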
MEKK2 WT-MEK5: raises or lowers MEK5 binding to wildtype human MEKK2 PB1 domain; 290,000 tested, 1.1% active; binding response (% of control), % at 10 µM; bead flow cytometry, Alexa488-MEK5 binding to MEKK2 WT; actives lie on both sides; Q9Y2U5; in the data active = binding response below about 67% or above about 130%
UBC9 SUMO inh: inhibitors of human SUMOylation (UBC9); HTRF SUMOylation assay, SAE1/SAE2 + UBC9, in vitro; inhibition, % at 35 µM; 290,000 tested, 0.36% active; in the data active = inhibition above about 50%, passing the limit was not always enough; also: strong numbers were not always called active
Target sequence (P63279 whole entry, looked up): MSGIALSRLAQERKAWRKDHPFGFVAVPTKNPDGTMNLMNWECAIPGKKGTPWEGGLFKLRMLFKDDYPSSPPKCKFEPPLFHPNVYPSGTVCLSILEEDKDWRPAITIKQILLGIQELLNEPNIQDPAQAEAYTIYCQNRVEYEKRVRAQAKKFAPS
Active calls of the source: *; x = not tested or not shown. Hits appear at their usual frequency. About 4.7% of those tested had a hit in this group.

Sample of the layout:
SMILES | M18AAP inhibitor | MEKK2mut PB1 HTS | IMP-1 inhibitor | HCV NS3 hel inh | FID counter | NALP1 inh | VIM-2 inh | MEKK2 WT-MEK5 | UBC9 SUMO inh
COCC1CCN(C(=O)c2cc(COc3ccccc3SC)on2)C1 (stereo not drawn) | 1 | 10 | -2.6 | 0 | -46 | 3 | -1.0 | 108 | 17
CN(C)C(CNc1ncnc2sccc12)c1ccccc1 (stereo not drawn) | -9 | 1 | -2.3 | 2 | 0 | -48 | 0.2 | 97 | 7

All compounds of this part, repeating the preview:
SMILES | M18AAP inhibitor | MEKK2mut PB1 HTS | IMP-1 inhibitor | HCV NS3 hel inh | FID counter | NALP1 inh | VIM-2 inh | MEKK2 WT-MEK5 | UBC9 SUMO inh
COCC1CCN(C(=O)c2cc(COc3ccccc3SC)on2)C1 (stereo not drawn) | 1 | 10 | -2.6 | 0 | -46 | 3 | -1.0 | 108 | 17
CN(C)C(CNc1ncnc2sccc12)c1ccccc1 (stereo not drawn) | -9 | 1 | -2.3 | 2 | 0 | -48 | 0.2 | 97 | 7
Oc1sc(C=Nc2ccccc2)c2ccccc12 | 11 | 0 | 15* | 3 | 0 | 32 | 17* | 95 | 9
COCCN(C(=O)CSc1nnc(-c2ccccc2F)n1N)c1c(N)n(Cc2ccccc2)c(=O)[nH]c1=O | 0 | 3 | 1.4 | 31 | -29 | 7 | 1.1 | 102 | 4
O=CN1CCN(C(=O)COc2ccc(Cl)cc2Br)CC1 | 5 | 0 | -4.3 | 2 | -2 | 22 | -1.4 | 108 | 1
CCc1ccc(C(O)(C(C)C)C(CN2CCOCC2)c2ccccc2)cc1 (stereo not drawn) | 0 | -2 | -2.3 | -27 | -21 | 14 | -3.1 | 99 | -23
COC(=O)c1cc(S(=O)(=O)NCC(C)c2ccccc2)cn1C (stereo not drawn) | 4 | -9 | 0.0 | 15 | -32 | 24 | -0.2 | 99 | -1
Cc1cccc(OCC(=O)Nc2ccccc2C(F)(F)F)c1 | -6 | -2 | -4.6 | 7 | -4 | 39 | -3.3 | 100 | -9
Cc1ccccc1NC(=O)c1ccc(S(=O)(=O)N2CCCC2)cc1 | 0 | 1 | -4.2 | 7 | -9 | 10 | -4.3 | 97 | 0
C=CCn1cc(Cl)cc(C(=O)Nc2ccccc2)c1=O | 0 | 3 | -3.9 | 0 | -15 | 1 | -0.6 | 101 | 10
ClCCN1C2=NCCCN2c2ccccc21 | -14 | -11 | -4.3 | -4 | 2 | 15 | -2.9 | 94 | 2
FC(F)(F)c1ccccc1NC(=S)NN=C1CCCCCC1 | 39* | -7 | -2.2 | 13 | -4 | -1 | 4.8 | 92 | 4
O=C(Nc1cccc(F)c1)NC1CCCc2ccccc21 (stereo not drawn) | 9 | 5 | -1.1 | 6 | -9 | -2 | -3.1 | 101 | -1
CC1=CC(C)(C)Nc2ccc(OC(=O)CN3C(=O)c4ccccc4C3=O)cc21 | 7 | -40 | -0.4 | 1 | -14 | 64* | 1.4 | 96 | -7
CC1COc2ccccc2N1C(=O)c1cccnc1Cl (stereo not drawn) | 2 | 0 | -3.1 | 2 | -2 | 13 | -1.4 | 102 | -4
Cc1ccccc1-c1nc(CN2CCC(C(=O)N3CCC(C(N)=O)CC3)CC2)c(C)o1 | 4 | -1 | -2.4 | 6 | 4 | 30 | -4.5 | 107 | 1
CCOC(=O)CSc1nnc2c(n1)C1(C)CCC2C1(C)C (stereo not drawn) | -18 | -6 | -4.8 | 13 | -14 | 20 | -5.2 | 80 | 21
O=C(COc1ccc(Br)cc1)Nc1ccc2c(c1)C(=O)NC2=O | 6 | -1 | -3.5 | 3 | 6 | 8 | -5.3 | 99 | 21
CCN(CC)c1ccc(/C=N/NC(=S)NCc2ccccc2)c(O)c1 | 14 | 1 | -3.0 | 9 | -15 | 26 | -2.1 | 104 | -26
CN(C)c1ccccc1C(=O)c1ccccc1N(C)C | 16 | 2 | -3.4 | -2 | -22 | 13 | -2.2 | 103 | -4
CN(C)CCNC(=O)c1sc2nc(-c3ccccc3)cc(C(F)(F)F)c2c1N | 3 | 14 | -1.5 | -50 | 19 | 21 | 12* | 158* | 22
O=C(CS(=O)(=O)c1ccccc1)Nc1ccc(N2CCOCC2)cc1 | -7 | 2 | -3.5 | -4 | -2 | 12 | -4.0 | 99 | -1
COc1ccc(NC(=O)CN2CCC(C(=O)c3ccc(C)cc3)CC2)c(OC)c1 | 1 | 5 | -1.7 | -13 | -20 | 12 | -1.2 | 104 | -3
Nc1cc(N)nc(SCc2nnnn2-c2ccc(Cl)cc2)n1 | 0 | -1 | -3.8 | 4 | -5 | 16 | -4.6 | 102 | 3
CCOC(=O)C1CCCN(C(=S)Nc2ccc(C)cc2C)C1 (stereo not drawn) | 6 | 1 | 0.1 | 0 | -1 | -10 | 1.8 | 93 | 9
O=C(c1cc(S(=O)(=O)N2CCOCC2)ccc1F)N1CCCc2ccccc21 | -7 | 5 | -3.5 | 10 | -12 | -2 | -0.5 | 105 | -1
COc1ccc(/C=C2/S/C(=N/N=C3\CC4CCC3(C)C4(C)C)NC2=O)cc1 (stereo not drawn) | 2 | x | -3.0 | 4 | -5 | 16 | -2.5 | x | 19
Cc1ccc2c(C)c(C(=O)N(C)C(C)c3ccncn3)oc2c1C (stereo not drawn) | 4 | 9 | -0.9 | 0 | -40 | -6 | -0.1 | 105 | 10
COc1ccc(CNc2ncc(-c3ccccc3)n2C)c2ccccc12 | 0 | 8 | -2.0 | -54 | 15 | 24 | -2.3 | 121 | -3
CC(=O)Nc1ccc(NC(=O)COc2ccc(S(=O)(=O)N3CCCC3)cc2)cc1 | 2 | -3 | -2.5 | 1 | -22 | -7 | -2.5 | 101 | -4
CC(=O)c1ccc(NC(=O)Nc2cccc3ccccc23)cc1 | 0 | 1 | -1.5 | -3 | -13 | -1 | -1.1 | 103 | 4
C[N+]1(C2CCC3CCCC2C3O)CCCC1 (stereo not drawn) | -7 | -3 | -2.1 | 9 | 4 | 26 | -3.2 | 91 | 2
O=C(CSc1nnc(-c2ccncc2)n1C1CCCCC1)Nc1cccc(O)c1 | 3 | -1 | -2.4 | -2 | -20 | 11 | 0.7 | 94 | 21
O=C(COC(=O)C1Cc2ccccc2CN1C(=O)c1ccccc1)Nc1ccc(SC(F)F)cc1 (stereo not drawn) | -6 | 1 | -2.1 | -4 | 3 | 17 | -1.6 | 99 | -16
CC(=O)Oc1ccc(-c2cccc(C(=O)O)c2)cc1 | -4 | -6 | -2.8 | -2 | -1 | -12 | -3.5 | 98 | -3
CCOC(=O)c1c(NC(=O)c2c(C(=O)O)cccc2[N+](=O)[O-])sc2c1CCCC2 | 15 | 11 | 0.8 | 23 | -12 | -4 | 2.1 | 106 | 14
CN(C)/C=C(/C(=O)c1ccc(Cl)cc1)n1cncn1 | 40* | 3 | -1.2 | 23 | -8 | -4 | -1.7 | 104 | 6
Cc1cc2ncn(/N=C/c3ccc4c(c3)OCO4)c2cc1C | 5 | -10 | -4.4 | -2 | -6 | 10 | 0.9 | 99 | 22
CC(=O)Nc1ccc(Br)c2ccccc12 | -10 | 0 | -2.1 | 3 | 0 | -2 | -1.9 | 103 | -6
CCc1ccc(OCC(=O)NC(=S)Nc2ccc(S(=O)(=O)NC3CCCCC3)cc2)cc1 | -5 | -3 | 1.4 | -4 | -6 | 28 | 0.7 | 103 | -25
CC(C)N1CCc2c(sc(NC(=O)CCS(=O)(=O)c3ccccc3)c2C#N)C1 | 3 | 8 | -0.6 | -2 | 6 | 23 | -5.3 | 109 | 13
CC(C)CCNC(=O)COc1ccc2c3c(c(=O)oc2c1)CCC3 | -8 | 3 | -0.3 | -7 | -3 | 4 | 3.4 | 97 | 8
CCC(Sc1ccc2nnc(-c3cccnc3)n2n1)C(=O)O (stereo not drawn) | 3 | 8 | -3.4 | 6 | -1 | x | -2.1 | 108 | 4
COc1ccc(NS(=O)(=O)c2ccc3c(c2)OCCO3)cc1OC | -7 | 2 | -0.1 | 0 | -5 | 6 | 1.0 | 100 | 2
CCN1CCc2nc(NC(=O)c3ccc(S(=O)(=O)N(C)C)cc3)sc2C1 | 10 | 4 | -0.8 | 9 | 5 | 17 | -2.2 | 91 | -1

Quoted from the listing.
CN(C)/C=C(/C(=O)c1ccc(Cl)cc1)n1cncn1 | MEKK2 WT-MEK5 = 104
CCOC(=O)c1c(NC(=O)c2c(C(=O)O)cccc2[N+](=O)[O-])sc2c1CCCC2 | NALP1 inh = -4
CCC(Sc1ccc2nnc(-c3cccnc3)n2n1)C(=O)O (stereo not drawn) | MEKK2 WT-MEK5 = 108
C[N+]1(C2CCC3CCCC2C3O)CCCC1 (stereo not drawn) | MEKK2 WT-MEK5 = 91
CC(=O)Oc1ccc(-c2cccc(C(=O)O)c2)cc1 | MEKK2mut PB1 HTS = -6
CCc1ccc(OCC(=O)NC(=S)Nc2ccc(S(=O)(=O)NC3CCCCC3)cc2)cc1 | UBC9 SUMO inh = -25

(continued)
SMILES | M18AAP inhibitor | MEKK2mut PB1 HTS | IMP-1 inhibitor | HCV NS3 hel inh | FID counter | NALP1 inh | VIM-2 inh | MEKK2 WT-MEK5 | UBC9 SUMO inh
CCCCC(=O)Nc1cccc(-c2nnc(-c3ccccc3)o2)c1 | 4 | 8 | 1.9 | 0 | -27 | 42 | -3.5 | 100 | 13
O=C1CCN(Cc2ccccc2)CCN1CCSc1ccccc1 | 3 | -1 | -2.4 | -3 | -10 | 14 | 2.0 | 96 | 11
CCc1cccc(C)c1NC(=O)COC(=O)Cc1ccsc1 | -4 | -2 | -1.6 | 6 | -3 | 19 | 2.3 | 96 | -11
CN(Cc1cccs1)C(=O)Cn1cnc2ccccc2c1=O | 1 | -4 | -2.8 | -3 | 3 | -22 | -1.8 | 99 | 19
COC(=O)Cc1cc(=O)[nH]c(/N=C(\N)Nc2ccccc2)n1 | -3 | 5 | -5.0 | 2 | -10 | -6 | -3.8 | 108 | 29
O=C(COC(=O)c1ccc2[nH]c3c(c2c1)CCCC3)Nc1ccc(Cl)cc1Cl | 0 | 2 | -3.9 | 2 | -4 | 2 | 0.4 | 97 | 2
CCN(c1cccc(C)c1)S(=O)(=O)c1ccc(-c2cc(C)no2)s1 | 6 | 1 | -2.8 | -20 | -21 | 8 | -2.5 | 99 | 1
NS(=O)(=O)c1ccc(NC(=O)COC(=O)c2cn(-c3ccccc3)nc2-c2ccccc2)cc1 | 7 | -21 | -3.0 | 5 | -8 | x | -0.3 | 84 | 24
O=C(C1=NN[C@@H]2C(=O)N(c3ccccc3C(F)(F)F)C(=O)[C@H]12)C(c1ccccc1)c1ccccc1 | 6 | 6 | -3.6 | 13 | -27 | 20 | -2.9 | 102 | -11
COc1ccc(/C=C/C(=O)N2CCN(c3ccccc3)CC2)cc1S(=O)(=O)N1CCOCC1 | 3 | 4 | -0.6 | 9 | -23 | -6 | -1.8 | 108 | 21
CC(NC(=O)c1ccccc1F)c1nnc(SCC(=O)NC2CCCCC2)n1C (stereo not drawn) | -2 | 8 | -1.1 | 9 | -9 | 12 | -3.5 | 106 | 13

Screening results (PubChem BioAssay)
